Screens deposited in PubChem BioAssay by National Center for Advancing Translational Sciences (NCATS).
ERG Ets-DNA blk = blocks human ERG Ets domain binding to DNA; P11308; fluorescence polarization, His-ERG Ets domain / labelled DNA; Potency, µM (doses to about 76.9 µM), inactives show at the top dose FP activity, negative = inhibition, actives largely listed as inhibitors; 370,000 compounds, 0.028% hits; AID 624246; active = well fitted inhibition curve with a large enough effect in the polarisation, with a control signal flat; inconclusive = small, poorly fitted or top-dose-only effect, or effect the other way, or a change in a side signal; inactive = no such curve, though single readings can be large or run the other way; the % refers to the polarisation;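 note: polarization taken with two DNA probes labelled with fluorescein and Texas red; % of control where 0% means no effect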
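His-tagged ERG Ets domain (1 uM in the protein solution; 300mM KCl, 50mM Tris-HCl, 1mM EDTA, 1mM DTT, pH 7.5) received compound, then a probe mix of 5 nM fluorescein-DNA and 100nM Texas-615-DNA. Fluorescence polarization was read for both dyes.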
ALOX12 inh = ALOX12 (human) lipoxygenase inhibition | P18054 | purified 12hLO, xylenol orange hydroperoxide absorbance | Potency, µM (highest dose often 108 µM), for the others: top-dose activity change, negative = inhibition, most hits filed as inhibitors | 580,000 compounds, 1.1% hits; note: % is set by controls: 0 for no effect and ±100 for the full control effect
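Purified human 12hLO at 150 nM in 25 mM Hepes, 0.01% Triton X-100, pH 7.0, preincubated 15 min at room temperature with compound. Reaction started with 40 uM arachidonic acid, 30 min at room temperature. Hydroperoxide measured by Fe-xylenol orange, 573/405 nm absorbance ratio.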
RGS4 inhibitor = blocks human RGS4-accelerated GTP hydrolysis | Transcreener GDP fluorescence polarization, RGS4-accelerated GTP hydrolysis | Potency, µM (highest dose often 114 µM), inactives show at the top dose activity change, negative = inhibition, actives largely listed as inhibitors | 390,000 compounds, 0.039% hits | AID 504845; note: % is set by controls: 0 for no effect and ±100 for the full control effect; nearly all actives have a fitted effect of over 75% in size; some results filed as inactive show a strong effect at the top dose
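MLSMR compounds (23 nl, pin-transferred) preincubated 10 min at room temperature with a 500nM (2x) first reagent, then RGS4 at 900nM (2x) plus Transcreener GDP mix added; fluorescence polarization (620/688 nm) read before and after 90 min at 30 °C.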
JMJD2A Tudor inh = inhibitors of human JMJD2A Tudor domain; O75164; AlphaScreen JMJD2A-Tudor / H3K4me3 peptide binding; Potency, µM (titrated, usually from 114 µM), for the others: at the highest dose activity change, negative = inhibition, actives largely listed as inhibitors; 390,000 compounds, 4.4% hits; AID 504339; note: % is set by controls: 0 for no effect and ±100 for the full control effect; nearly all actives have a fitted effect of over 50% in size
Target sequence (O75164 whole entry, looked up, the tested form may be a part): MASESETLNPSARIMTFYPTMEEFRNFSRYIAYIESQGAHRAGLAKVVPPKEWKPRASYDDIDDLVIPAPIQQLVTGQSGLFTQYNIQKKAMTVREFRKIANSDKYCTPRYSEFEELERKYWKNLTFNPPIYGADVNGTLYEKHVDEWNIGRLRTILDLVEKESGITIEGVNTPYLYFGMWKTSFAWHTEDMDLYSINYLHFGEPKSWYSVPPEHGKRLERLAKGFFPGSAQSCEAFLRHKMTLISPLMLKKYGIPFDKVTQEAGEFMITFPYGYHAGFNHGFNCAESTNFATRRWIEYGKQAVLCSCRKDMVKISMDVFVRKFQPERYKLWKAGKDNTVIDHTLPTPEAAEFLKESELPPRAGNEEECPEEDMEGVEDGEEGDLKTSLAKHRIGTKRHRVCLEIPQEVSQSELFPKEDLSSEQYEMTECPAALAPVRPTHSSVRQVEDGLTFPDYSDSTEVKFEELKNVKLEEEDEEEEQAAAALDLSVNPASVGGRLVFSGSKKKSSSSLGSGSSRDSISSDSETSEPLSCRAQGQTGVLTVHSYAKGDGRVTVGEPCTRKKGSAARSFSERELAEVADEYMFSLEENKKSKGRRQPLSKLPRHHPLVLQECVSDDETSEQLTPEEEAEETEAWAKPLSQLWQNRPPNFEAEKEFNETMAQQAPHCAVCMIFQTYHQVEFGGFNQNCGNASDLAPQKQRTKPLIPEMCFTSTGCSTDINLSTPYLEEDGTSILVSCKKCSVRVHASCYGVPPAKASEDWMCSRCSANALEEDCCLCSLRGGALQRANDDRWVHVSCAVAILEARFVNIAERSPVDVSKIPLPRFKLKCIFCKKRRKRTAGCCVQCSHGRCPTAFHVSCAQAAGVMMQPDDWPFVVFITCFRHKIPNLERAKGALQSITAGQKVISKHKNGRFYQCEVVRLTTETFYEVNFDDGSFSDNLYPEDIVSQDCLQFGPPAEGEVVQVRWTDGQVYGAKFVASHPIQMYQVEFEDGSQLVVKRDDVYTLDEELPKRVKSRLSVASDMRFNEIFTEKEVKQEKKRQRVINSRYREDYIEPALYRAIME
Pin1 inh = inhibitors of human Pin1. 390,000 compounds, 0.009% hits. Q13526. Potency, µM (series often up to 115 µM), inactives show top-dose activity, negative = inhibition, hits mostly inhibitors. Pin1 FP peptide displacement, HiFluor488, 10 min; active = well fitted inhibition curve with a large enough effect in the polarisation, with a control signal flat, not every such curve was filed as active; inconclusive = small, poorly fitted or top-dose-only effect, or effect the other way, or a change in a side signal; inactive = no such curve, though single readings can be large or run the other way; the % refers to the polarisation; note: % is set by controls: 0 for no effect and ±100 for the full control effect
rTrxR1 inhibitor = inhibitors of rat thioredoxin reductase 1; O89049; recombinant rTrxR1, NADPH fluorescence consumption, selenite substrate; Potency, µM (top dose mostly 114 µM), for the others: at the highest dose activity change, negative = inhibition, actives largely listed as inhibitors; 390,000 compounds, 1% hits; AID 588453; note: % is set by controls: 0 for no effect and ±100 for the full control effect; nearly all actives have a fitted effect of over 65% in size
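Rat TrxR1 (90 nM in the dispensed reagent) was pre-reduced with 400 uM NADPH for 5 min at room temperature, then incubated with compound for 15 min. After 400 uM selenite was added, NADPH fluorescence (Ex 340/Em 450 nm) was followed for 8 min.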
HP1b binding inh = HP1-beta chromodomain-methylated histone interaction inhibition; 390,000 compounds, 0.56% hits; P83916; Potency, µM (highest dose often 114 µM), for inactives: at the highest dose activity change, negative = inhibition, usual class: inhibitors; AlphaScreen HP1-beta / biotin-H3K9me3 peptide binding; AID 540317; note: nearly all actives have a fitted effect of over 70% in size; inactives centre near 23
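HP1-beta protein (50 nM final) preincubated 30 min at room temperature with biotinylated H3(1-18)K9me3 peptide (50 nM) in PBS pH 7.4, 0.01% Tween-20, then compound added for 30 min. AlphaScreen streptavidin donor/nickel chelate acceptor beads (10 ug/mL final), 30 min dark, luminescence read.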
Tb PGK inh = T. brucei PGK inhibition. 380,000 compounds, 0.043% hits. PGK/GAPDH coupled, Kinase-Glo luminescence, 60 min. Potency, µM (top dose mostly 57.5 µM), inactives show at the highest dose activity change, negative = inhibition, usual class: inhibitors. P07378; note: % is set by controls: 0 for no effect and ±100 for the full control effect; nearly all actives have a fitted effect of over 60% in size
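Luminescent ATP detection (Kinase-Glo Plus) follows a 60-minute room-temperature incubation, with wells lacking PGK as controls. Buffer: 100 mM TEA (pH 7.6), 5 mM MgCl2, 0.01% Tween-20. Coupling enzyme GAPDH (100 nM final) supplies unstable 1,3-BPG in-well.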
GLS inh = inhibitors of human glutaminase (GLS). O94925. GLS enzymatic activity, qHTS titration. Potency, µM (top dose mostly 45.5 µM), for the others: at the highest dose activity change, negative = inhibition, most hits filed as inhibitors. 410,000 compounds, 0.21% hits. AID 624170; note: % is set by controls: 0 for no effect and ±100 for the full control effect
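hKGA in 45 mM KH2PO4 (pH 8.2), 0.02% Tween-20 with compound, then 1mM L-Glutamine (stock as added) plus glutamate oxidase/HRP/Amplex red coupling mix. Fluorescence read initially and after 30 min at RT; signal change reflects glutamate formation.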
Active calls of the source: *; i = inactive; ? = inconclusive; . = no result given; & = joins results of further samples; [ ] = remark or other dose. Unless noted, calls come from the whole dose curve; as a rule, active = well fitted curve in the direction sought with a large enough effect; inconclusive = small, poorly fitted or top-dose-only effect, or another doubt; inactive = no such curve, though single readings can be large; an effect the other way counts as inactive or inconclusive. Potency is the fitted concentration of half-maximal effect. These rows are one share of the data. The share of hits here may be higher or lower than overall.

ERG Ets-DNA blk,ALOX12 inh,Pin1 inh,rTrxR1 inhibitor,RGS4 inhibitor,HP1b binding inh,GLS inh,JMJD2A Tudor inh,Tb PGK inh,Compound
0%,0%,-1%,11%,-7%,31%,1%,-11%,-4%,COc1ccc(C(=O)N2CCc3ccccc32)cc1
-17%,10%,3%,-3%[57.1 µM],-23%,24%,13%,-29%,-11%,COc1cc(NC2c3ccccc3C(=O)N2c2ccc(C)cn2)cc(OC)c1OC (configuration not stated)
5%,13%,?,-4%,-54%,56%[activator],10%,-27%,-2%,O=C(Cn1c2ccccc2c(=O)c2ccccc21)N/N=C/c1cc([N+](=O)[O-])ccc1N1CCCCCC1
4%,9%,5%,10%,-7%,18%,3%,-12%,1%,CCOc1ccc(OCCC(=O)N(CCC(C)C)c2c(N)n(Cc3ccccc3)c(=O)[nH]c2=O)cc1
2%,?,27%,-5%,21%,17%,6%,-15%,-6%,COc1ccccc1C(=O)COC(=O)C1CCN(S(=O)(=O)c2ccc(C)c(C)c2)CC1
-2%,5%,-9%,4%[57.1 µM],2%,44%[activator],-16%,-5%,i,COc1ccccc1CCC(=O)NNC(=O)c1cccs1
6%,-21%,4%,28%,2%,39%,3%,-18%,-4%,COc1ccc(CNC(=O)c2cccc(S(=O)(=O)N3CCCCC3)c2)cc1OC
2%,?,5%,25%[57.1 µM],-15%,35%,9%,-4%,2%,CC(=O)Nc1ccc(S(=O)(=O)Oc2ccccc2N2CCCCC2)cc1
-8%,107%[activator],10%,-9%,-49%,36%,1%,1%,-3%,O=[N+]([O-])c1ccc(N2CCc3ccccc3C2)cc1
0%,290%[activator],-3%,-7%,23%,48%[activator],-7%,3%,-7%,COC(=O)[C@@H](NC(=O)NC(C)CCc1ccccc1)C(C)C (some centres not stated)
2%,?,2%,-10%,28%,15%,21%,-21%,-5%,COc1ccc(-c2cn3cccc(C)c3n2)cc1Br
-7%,?,?,12%[57.1 µM],-38%,47%[activator],-10%,-34%,-1%,COc1ccc(C(=O)Nc2ccc(NC(=O)c3ccccn3)cn2)cc1
-9%,0%,0%,13%,-4%,28%,3%,-14%,-4%,CCOc1ccc(NC(=O)c2ccc(Cn3nc(C)cc3C)o2)cc1
-5%,17%,-2%,-4%,3%,1%,-2%,-24%,-8%,CN(C)C(CNC(=O)c1cc(S(=O)(=O)N(C)Cc2ccccc2)ccc1Cl)c1ccco1 (configuration not stated)
10%,0%,-2%,8%,19%,15%,-26%,-11%,-2%,Cc1cc(C)n2c(SCC(=O)NCc3ccco3)nnc2n1
57%[activator],6%,5%,2%,-2%,43%[activator],-7%,-8%,0%,CC(C)(C)n1nnnc1C(c1cccc(C(F)(F)F)c1)N1CCC(O)CC1 (configuration not stated)
0%,2%,-1%,-3%[57.1 µM],12%,-11%,7%,?,-1%,CCOc1ccccc1N1CCN(C(=O)c2ccc(NS(=O)(=O)c3ccc4[nH]c(=O)[nH]c4c3)cc2)CC1
-15%,?,-2%,8%,26%,32%,4%,-10%,2%,CC(=O)c1c(C)[nH]c(C(=O)COC(=O)c2c(C)noc2C)c1C
2%,-3%,?,-29%[57.1 µM],-31%,45%[activator],-2%,-17%,i,NC(=O)c1nsc(C(=O)N(CC(=O)NCc2ccco2)c2ccccc2F)c1N
.,2%,1%,-12%,-5%,22%,24%,-4%,-6%,COc1ccc(/C=N/NC(=O)c2cnccn2)cc1O
3%,i,-12%,-9%,-4%,55%[activator],4%,-12%,-2%,COc1cccc(OCC(=O)NNC(=O)C(=O)Nc2cccc(C)c2)c1
-2%,3%,49%[activator],4%[57.1 µM],-13%,17%,2%,-19%,0%,O=S(=O)(NCCn1cccc1)c1ccc2ccccc2c1
-17%,0%,-10%,5%,9%,25%,-1%,-14%,i,Cn1ccnc1C(OC(=O)c1ccc(Cl)cc1)C(F)(F)F (configuration not stated)
0%,-10%,-4%,7%,-13%,31%,-6%,-5%,-11%,CN(CC(=O)Nc1ccccc1Cl)C(=O)Cn1cc(C(F)(F)F)ccc1=O
-3%,-22%,-3%,-11%,35%,21%,5%,-8%,-3%,COc1ccc(/C=N/OCC(=O)NCc2cccs2)c(OC)c1
-7%,0%,-1%,17%,23%,16%,4%,-8%,-7%,CCc1nnc(NC(=O)Cn2ccc(C(F)(F)F)n2)s1
5%,0%,34%[activator],20%,23%,22%,5%,-8%,1%,COc1ccc(CCNC(=O)CN(c2ccccc2)S(=O)(=O)N(C)C)cc1OC
-2%,-5%,-2%,8%,4%,26%,5%,-14%,-3%,COc1ccc(CCN=C(N)NS(=O)(=O)c2ccc(C)c(C)c2)cc1
3%,2%,-3%,11%[57.1 µM],3%,24%,9%,-5%,-2%,O=C(NCc1ccc2c(c1)CCN2C(=O)c1ccccc1)c1ccccc1
-3%,-7%,-3%,-2%,18%,3%,12%,-14%,-1%,O=C(NCc1ccccc1)C(c1ccncc1)N(C(=O)c1csnn1)c1cccc(F)c1 (configuration not stated)

2 compounds picked at random from those above:
ERG Ets-DNA blk,ALOX12 inh,Pin1 inh,rTrxR1 inhibitor,RGS4 inhibitor,HP1b binding inh,GLS inh,JMJD2A Tudor inh,Tb PGK inh,Compound
2%,-3%,?,-29%[57.1 µM],-31%,45%[activator],-2%,-17%,i,NC(=O)c1nsc(C(=O)N(CC(=O)NCc2ccco2)c2ccccc2F)c1N
2%,?,27%,-5%,21%,17%,6%,-15%,-6%,COc1ccccc1C(=O)COC(=O)C1CCN(S(=O)(=O)c2ccc(C)c(C)c2)CC1

More records
ERG Ets-DNA blk,ALOX12 inh,Pin1 inh,rTrxR1 inhibitor,RGS4 inhibitor,HP1b binding inh,GLS inh,JMJD2A Tudor inh,Tb PGK inh,Compound
-4%,?,0%,-15%[57.1 µM],-16%,8%,-24%,-12%,1%,CCNC(=S)Nc1sc2c(c1C#N)CCC(C)C2 (configuration not stated)
3%,-2%,1%,12%[57.1 µM],5%,38%[activator],-3%,-2%,0%,Cc1cc2nc3c(c(C(F)(F)F)n2n1)CCCC3
1%,-7%,4%,8%,6%,.,-14%,247%[activator],7%,O=C(CCc1nc(-c2ccc(Cl)cc2)no1)OCc1ccc(Br)cc1
-6%,5%,-13%,-26%,-10%,45%[activator],16%,-14%,-11%,COc1ccc(NC(=O)C/C(C)=N/NC(=O)C(=O)NC(C)C)c(OC)c1
-7%,-20%,6%,29%,-4%,46%[activator],-11%,-5%,-9%,CC1=C(C(=O)Nc2ccccc2)C(c2cccs2)n2nc(SCc3ccccc3)nc2N1 (configuration not stated)
0%,2%,11%,5%,-20%,38%,-5%,-13%,i,COc1ccc2sc(-c3ccc(S(C)(=O)=O)cc3)c(-c3ccc4c(c3)OCCO4)c2c1
-13%,11%,-2%,20%,5%,42%[activator],-11%,0%,i,Cc1cc2ccccc2cc1CN1CCCCC1
10%,1%,0%,-6%[57.1 µM],31%,?,0%,-10%,1%,COc1ccc(C(C(=O)NCC2CCCO2)N(Cc2ccccc2)C(=O)CNC(=O)c2ccco2)cc1OC (configuration not stated)
8%,1%,2%,7%,-17%,38%,-3%,-2%,5%,C=CCn1c(SCC(=O)NC23CC4CC(CC(C4)C2)C3)nc2cc(C(=O)O)ccc2c1=O
-5%,?,-1%,8%[57.1 µM],-1%,-16%,2%,10µM*,-7%,Cc1ccc(OCC(=O)N(C)CCc2ccccn2)cc1
-2%,-4%,4%,6%[57.1 µM],-12%,42%[activator],1%,-1%,-3%,COc1ccc(NC(=O)c2cc3ccccc3o2)c(OC)c1
-11%,-22%,-1%,-28%,-22%,58%[activator],-17%,4%,-8%,CCn1c(=O)c(=O)[nH]c2c(=O)oc3ccc(S(=O)(=O)Nc4ccccc4)cc3c21
1%,25%,-3%,10%,8%,23%,-2%,-7%,0%,COc1ccc(Cl)cc1C(=O)Nn1cnnc1
0%&-12%,-11%&-27%,-8%&1%,17%[57.1 µM],-29%&7%,29%&22%,2%&3%,-2%&-7%,-3%&7%,COc1ccc(N2C(=O)NC(NS(=O)(=O)c3ccc(Cl)cc3)(C(F)(F)F)C2=O)cc1 (configuration not stated)
0%,-1%,2%,11%,-28%,28%,-5%,-4%,-3%,CCCN1C(=O)CN(C2CCCCCC2)C(=O)C1c1ccc(C)cc1 (configuration not stated)
-3%,16%,9%,8%,-4%,19%,-2%,-9%,0%,CC(NC(=O)C(c1ccccc1)c1ccccc1)c1ccc(S(N)(=O)=O)cc1 (configuration not stated)
-6%,0%,-9%,13%,-25%,40%[activator],16%,1%,-5%,COc1ccc(Nc2nnc(C)c3ccccc23)cc1C(N)=O
3%,7%,?,1%,25%,21%,-12%,-19%,6%,CC1CCC(NC(=O)Cn2ncc3c4ccccc4n(Cc4ccc(Cl)cc4)c3c2=O)CC1 (configuration not stated)
6%,-7%,4%,0%[57.1 µM],1%,51%[activator],3%,-4%,4%,Cc1cc(C)c(OCCCON2C(=O)CCC2=O)c(Br)c1
-5%,?,-3%,-3%,-2%,13%,9%,-13%,3%,O=C(CN1CCN(Cc2ccc(Cl)cc2)CC1)N1CCc2ccccc21
1%,-3%,5%,13%[57.1 µM],?,14%,3%,-5%,2%,COc1ccc(C(C(=O)NCc2ccccc2)N(Cc2ccco2)C(=O)c2cnccn2)cc1 (configuration not stated)
